Compound activity: PubChem, several laboratories
FXN GAA850 act = frataxin GAA850 promoter activation; HEK293 lucGAA850 FXN promoter luciferase reporter, 24 h; percent of 10 µM SAHA response; activation, % at 6 µM; 0.56% of 360,000 active; AID 540364;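 active means activation above the average of all compounds screened plus 3 SD, cutoff fixed separately per campaign, cut at about 7.5% in these data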;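 further: 0% = DMSO wells and 100% = 10 µM SAHA wells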
HGIII-sPLA2 inh = Blocks human group III sPLA2 activity; Q9NZ20; inhibition, % at 12.2 µM; QFRET BODIPY PC-A2 liposome hydrolysis, fluorescence; 0.56% of 370,000 active;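 active means inhibition above mean plus 3 SD of compounds lying within the high and low control bounds, cut at about 19% in these data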;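 further: 0% = median of test compound wells and 100% = no enzyme DMSO wells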
GC-A act = GC-A (human) enzyme activation | activation, % at 10 µM | HEK293 GC-A cells, cGMP TR-FRET, EC30 ANP; 0% at EC30 ANP, 100% saturating ANP | AID 1671463 | 0.14% of 370,000 active | P16066; in the data active means activation above about 40%
DAX1 inh-1 = NR0B1 (DAX1) inhibition | inhibition, % at 6.75 µM | P51843 | 0.99% of 340,000 active | AID 504766 | HEK293 Gal4-DAX1 luciferase reporter, luminescence;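 active means inhibition above the mean over all tested compounds plus 3 SD, cut at about 4.2% in these data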;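 further: 0% = DAX1-transfected cells with DMSO and 100% = empty-vector control cells with DMSO; inhibition shows as a rise in luminescence from relieved DAX1 repression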
ssDAF-12 act = activates DAF-12 receptor from parasite S. stercoralis; HEK293 ssDAF-12/GRIP1 lit1-tk-luc reporter, luminescence; % of 3 µM dafachronic acid response; 1% of 370,000 active; activation, % at 6.8 µM;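 active means activation above the mean over all tested compounds plus 3 SD, cut at about 0.9% in these data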;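 further: 0% = DMSO-only wells and 100% = 3 µM delta7-dafachronic acid wells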
GC-B act = GC-B (human) receptor activation; 0.11% of 370,000 active; HEK293-GC-B cells, CNP EC30, cGMP TR-FRET; 0% at EC30 CNP, 100% saturating CNP; activation, % at 10 µM;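 active means activation at 10 µM reaching about 35% in either raw or pattern-adjusted values, limit read from the data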
Target sequence (P20594 whole entry, looked up): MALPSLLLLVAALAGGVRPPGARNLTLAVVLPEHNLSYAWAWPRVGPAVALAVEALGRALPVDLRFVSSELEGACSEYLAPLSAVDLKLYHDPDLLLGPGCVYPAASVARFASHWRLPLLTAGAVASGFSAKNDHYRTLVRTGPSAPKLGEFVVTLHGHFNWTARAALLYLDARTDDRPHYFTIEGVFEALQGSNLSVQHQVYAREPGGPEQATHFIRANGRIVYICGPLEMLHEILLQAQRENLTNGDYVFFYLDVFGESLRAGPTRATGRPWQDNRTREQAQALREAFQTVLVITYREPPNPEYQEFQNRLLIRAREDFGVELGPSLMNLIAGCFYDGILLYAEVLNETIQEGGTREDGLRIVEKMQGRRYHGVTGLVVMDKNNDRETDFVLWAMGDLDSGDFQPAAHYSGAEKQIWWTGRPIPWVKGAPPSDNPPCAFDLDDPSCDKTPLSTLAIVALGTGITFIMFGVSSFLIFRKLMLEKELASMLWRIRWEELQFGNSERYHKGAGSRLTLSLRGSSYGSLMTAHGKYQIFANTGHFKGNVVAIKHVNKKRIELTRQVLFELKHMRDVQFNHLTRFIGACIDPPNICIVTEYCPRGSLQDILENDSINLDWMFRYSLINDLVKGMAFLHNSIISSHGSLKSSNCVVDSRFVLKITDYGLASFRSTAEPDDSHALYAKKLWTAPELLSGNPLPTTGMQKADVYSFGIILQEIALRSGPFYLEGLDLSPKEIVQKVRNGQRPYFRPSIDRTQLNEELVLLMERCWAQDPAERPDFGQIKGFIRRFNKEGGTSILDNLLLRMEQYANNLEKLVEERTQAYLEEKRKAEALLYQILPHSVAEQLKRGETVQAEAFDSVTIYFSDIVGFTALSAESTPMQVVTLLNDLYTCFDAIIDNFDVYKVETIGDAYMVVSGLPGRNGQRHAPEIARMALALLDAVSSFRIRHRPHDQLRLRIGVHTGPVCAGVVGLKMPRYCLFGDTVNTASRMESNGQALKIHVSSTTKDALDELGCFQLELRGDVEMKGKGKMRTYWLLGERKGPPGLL
KLK7 zymogen act = activators of human kallikrein-7 zymogen. P49862. purified proKLK7, EDANS-DABCYL substrate fluorescence; 100% is mature enzyme control, 0% vehicle. activation, % at 7 µM. 0.9% of 370,000 active;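 active means activation above the mean of all tested compounds plus 3 SD, computed per campaign excluding outliers beyond control limits, cut at about 13% in these data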
hgDAF-12 ag = agonists of H. glycines DAF-12 nuclear receptor. HEK293 GAL4-hgDAF12 UAS-luciferase reporter, agonist luminescence; normalized to butyrate control. 1.8% of 370,000 active. activation, % at 6.8 µM;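 active means activation above a cutoff set at the mean of all screened compounds plus 3 SD, cut at about 10% in these data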;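 further: 0% = DMSO wells and 100% = sodium butyrate wells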
hcDAF-12 act = activates DAF-12 receptor from parasite H. contortus; 1.4% of 370,000 active; activation, % at 6.8 µM; HEK293 hcDAF-12 lit1-tk-luc reporter, luminescence; 0% DMSO, 100% Δ7-dafachronic acid;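 active means activation above the mean of all tested compounds plus 3 SD, cut at about 5.5% in these data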;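 further: 100% = response to 3 µM Δ7-dafachronic acid high control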
DAX1 inh-2 = DAX1 (NR0B1) inhibition, primary screen | HEK293T StAR-luciferase reporter, SF-1/DAX-1 repression relief | inhibition, % at 6.8 µM | 1.1% of 370,000 active | AID 652010;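 active means inhibition above the mean over all tested compounds plus 3 SD, cut at about 3.6% in these data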;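 further: 0% = DAX-1 cells with DMSO and 100% = cells lacking DAX-1 with DMSO; higher inhibition means more luminescence from relief of DAX-1 repression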
SMARCA2 act = SMARCA2 function activation, primary screen; 1% of 370,000 active; AID 652017; MG213 cells, MMTV-luciferase reporter, dexamethasone, overnight; activation, % at 9.1 µM; in the data active means activation above about 7.8%;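 further: 0% = vehicle wells and 100% = reference activator wells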
* = called active by the depositor; . = not tested or not shown.

no.	Compound	HGIII-sPLA2 inh	GC-A act	ssDAF-12 act	KLK7 zymogen act	GC-B act	DAX1 inh-1	hgDAF-12 ag	hcDAF-12 act	SMARCA2 act	FXN GAA850 act	DAX1 inh-2
1	Cc1nc(N2CCOCC2)sc1C=O	3	-4	-1.3	-0.2	0	-0.3	-2.0	-1.1	-4	1.5	1.0
2	O=C(Nc1ccc2c(c1)C(=O)OC2)c1ccccc1Cl	3	2	-0.5	-0.4	1	1.5	1.9	0.0	1	2.4	0.6
3	Cc1csc(CNC(=O)c2ccc(OC3CCN(CCc4ccccc4)CC3)cc2)n1	-10	-2	-0.6	0.0	4	-0.2	1.3	-0.2	4	-1.5	-0.5
4	COc1ccc(CNC(=O)Cn2ccc3cc(S(=O)(=O)N4CCCC4)ccc32)cc1OC	11	2	-1.2	-1.5	-3	-0.3	-0.2	0.3	-3	2.5	-0.3
5	COc1ccc(CC(=O)Nc2c3c(nn2C(C)(C)C)CS(=O)(=O)C3)cc1	3	6	-1.2	-0.9	4	0.4	0.4	0.9	0	0.7	0.7
6	Cn1c(CC(=O)Nc2ccc(Cl)cc2)nnc1SCC(=O)N1CCOCC1	1	2	-0.7	-0.1	2	-0.6	3.3	0.9	-1	0.2	0.6
7	O=C(c1ccccc1)N1CCC2CCN(CCc3ccccc3)CC21 (stereo not given)	6	0	-0.8	0.3	-6	.	-3.5	1.0	-4	.	0.6
8	Cc1ccc(S(=O)(=O)C(C)C(=O)NCCS(=O)(=O)c2ccc(Cl)cc2)cc1 (stereo not given)	-7	1	-1.9	0.5	1	-0.8	-0.6	-0.3	1	3.0	0.6
9	COCCCNC(=O)Cn1cc(C(C)=O)c2ccccc21	3	1	-0.8	-0.6	3	-0.7	-0.7	-1.6	-4	-2.8	-0.8
10	N#CC1=C(N)C2=CCCC[C@H]2[C@H](c2ccccc2)C1(C#N)C#N	-4	-4	-0.5	7.5	-1	-0.8	0.3	-0.5	1	0.5	-0.9
11	CCc1ccc(CCC(=O)Nc2nccs2)o1	-7	-3	-1.7	0.0	-1	1.5	-0.8	-0.1	1	3.6	0.7
12	CCC1(CC)NC(=O)N(CC(=O)OCC(=O)Nc2cc(OC)ccc2OC)C1=O	17	0	-1.1	-0.4	-1	0.0	-2.4	1.2	-2	0.4	-1.3
13	COc1cccc(C(=O)OCCCOC(=O)c2cccc(OC)c2OC)c1OC	-6	3	-1.2	-0.1	2	-0.1	-3.1	0.2	2	0.6	-0.8
14	CCOc1ccccc1NC(=O)CSc1nnnn1-c1ccccc1	-4	-1	-1.4	0.9	-3	-0.6	-1.7	-1.9	0	0.0	-0.6
15	COCCNc1nnc(Cc2ccc(OC)c(OC)c2)c(=O)[nH]1	6	1	-0.8	-0.2	12	0.0	0.8	-0.2	-3	3.4	-0.1
16	Cc1ccn2c(=O)nc(SCC(=O)c3ccc(Cl)cc3)nc2c1	-42	-2	-0.8	0.1	-3	0.3	0.9	-2.0	4	1.0	0.1
17	Cc1ccc(CCNS(=O)(=O)c2cc(Br)cnc2N)cc1	-13	0	-1.5	0.9	5	0.8	-1.1	-1.0	-1	3.3	0.2
18	CC(=O)c1sc(Nc2ccccc2)nc1C	3	2	-0.8	0.5	-2	.	4.0	1.9	-2	.	-0.2
19	CCc1ccc(-n2c(SCC(=O)Nc3cc(C)[nH]n3)nc3[nH]ncc3c2=O)cc1	-13	-2	-0.8	-0.1	-4	-0.2	-2.8	-2.0	-3	-2.1	0.6
20	C=CC[C@H]1C(C(=O)OCC)=CC[C@@H](c2ccccc2)N1S(=O)(=O)c1ccc(C)cc1	-9	-7	-1.6	0.6	-5	.	-0.5	-3.3	-3	.	-0.4
21	COC(=O)c1ccc(S(=O)(=O)c2ccc(Cl)cc2)c(N)c1	4	8	-1.6	-36	-1	-2.1	-7.9	-2.3	-4	-0.6	-0.6
22	O=C(c1cccc(S(=O)(=O)N2CCCc3ccccc32)c1)N1CCN(c2ccccc2)CC1	0	-5	-1.4	0.1	0	-1.2	-1.9	-1.8	-2	-1.3	-1.2
23	O=C(NCC1CCCCC1)c1cccc(-c2ccc(O)cc2)c1	-18	-5	-1.2	-0.1	-4	-0.5	-0.6	-2.0	-3	-2.5	-0.4
24	CCC(C)NC(=O)N[C@@H](CCSC)C(=O)O (stereo not given in full)	0	-2	-1.8	-0.5	-2	0.2	6.3	-2.1	-1	0.4	0.5
25	O=C(CN(c1ccc(F)cc1)S(=O)(=O)c1ccc2c(c1)OCCO2)NCc1ccncc1	-1	0	-0.1	-0.2	1	-0.3	1.8	0.5	1	2.2	0.4
26	CN1CCC(N(C)C(=S)Nc2ccc(SC(F)F)cc2)CC1	-3	0	-1.2	0.6	1	-1.9	-2.2	1.1	-5	-1.0	-0.3
27	COc1ccccc1-n1cn[nH]c1=S	3	3	-1.4	-0.3	5	0.8	1.8	-2.9	-3	-0.2	0.4
28	O=C(Nc1ccccn1)c1ccc([N+](=O)[O-])cc1Cl	-1	1	-0.5	-0.3	8	1.2	-0.5	-1.0	-2	2.5	-0.6
29	Cc1ccc(/C=C2\SC(=S)N(CC(=O)Nc3ncc(Cc4ccccc4Cl)s3)C2=O)cc1	-1	-2	-1.3	0.5	-3	.	-0.3	-1.1	-2	.	-0.9
30	CC1(C)CCCC(C)(C)N1CC(O)COCCOc1ccc(Br)cc1 (stereo not given)	5	-2	-0.5	-0.9	-2	1.1	-1.0	-1.7	-3	1.5	0.1
31	CCN(C(=O)CSc1nnc(-c2ccccc2F)n1N)c1c(N)n(Cc2ccccc2)c(=O)[nH]c1=O	-1	1	-1.1	0.1	-2	-0.7	2.9	2.7	3	1.2	-1.0
32	CC(=O)Nc1ccc(NC(=O)CSc2ccc(-c3ccco3)nn2)cc1	-4	5	-1.1	-0.1	-3	0.6	4.4	0.3	-1	-1.8	-2.3
33	Cc1cc2c3c([nH]c2cc1S(=O)(=O)NCc1ccc(CN2CCCCCC2)o1)CCCC3=O	-7	-2	-0.7	-0.4	-2	-0.4	-2.7	-0.1	-1	2.0	-0.7
34	Cc1cc(=O)oc2cc(OC(=O)c3nn(C(C)C)c(=O)c4ccccc34)ccc12	2	-7	-1.0	46*	1	0.0	-0.8	1.0	1	2.9	0.0
35	COc1ccc(-c2nnc3sc(C4CCCCC4)nn23)cc1OC	0	4	-2.1	-0.5	-4	-0.7	-3.1	-2.8	2	8.8*	-1.8
36	NC(=O)c1ccc(NC(=O)CN2CCN(Cc3ccccc3)CC2)cc1	9	1	-1.0	1.0	-2	0.5	0.7	-1.2	-3	-0.5	-0.1
37	CCOC(=O)[C@@]12CN(C(=O)OC(C)(C)C)CC=C1N(Cc1ccc(OC)cc1)C(=O)[C@H]2CC(=O)NCc1ccccc1	-5	-5	-1.6	0.0	-10	.	-3.3	0.1	-4	.	-0.9
38	COc1cccc(NC(=O)N(C)C[C@@H]2OCc3cnnn3CCCC(=O)N([C@H](C)CO)C[C@@H]2C)c1	10	1	-0.9	0.4	1	0.6	-2.8	0.4	-3	2.3	0.4
39	CC1=C(C(=O)N(C(C)C)C(C)C)CC(CC(=O)NCCCCc2ccccc2)C(=O)N1CCCN1CCCC1=O (stereo not given)	-4	-1	-1.1	0.0	4	.	1.0	-1.5	-3	.	-0.9
40	COCCn1c(SCC(=O)OC(C)C)nnc1-c1ccccc1	5	2	-1.8	-0.2	6	1.9	-1.2	-0.5	-3	-2.9	0.6
41	O=C(O)Cc1cccc2c(=O)cc(-c3ccccc3)oc12	10	3	-1.4	-1.1	1	.	-0.7	-0.9	-6	.	0.8
42	CN1CCC(=NNC(=O)C(=O)Nc2ccccc2F)CC1	1	3	-1.7	-0.2	-3	2.9	24*	-1.2	1	0.2	0.4
43	COc1ccc(/C(O)=C2/C(=O)C(=O)N(c3ncccn3)C2c2ccc(OC)cc2)cc1 (stereo not given)	-10	0	-1.3	-0.6	8	2.0	3.2	1.2	-1	1.9	-0.1
44	Cc1cccc(NC(=O)Cn2nnc(-c3ccc(CN4CCCC4)cc3)n2)c1C	-2	3	-1.2	-0.2	7	-1.0	-2.0	-0.6	0	1.2	0.2
45	CN(C(=O)CSc1nc2ccccc2c(=O)n1-c1ccc(F)cc1F)C1CCS(=O)(=O)C1 (stereo not given)	8	-1	-1.1	0.2	-5	-0.2	-0.4	-0.1	2	3.4	0.4
46	Cc1nc2sccn2c(=O)c1S(=O)(=O)Nc1ccc(N2CCN(S(C)(=O)=O)CC2)cc1	-3	-8	-1.4	0.7	-3	-1.8	-3.6	-2.7	-2	-2.4	-0.6
47	CN1C(=O)C(C)(C)c2cc(S(=O)(=O)N3CCCC(C(=O)NCc4ccc(Cl)cc4)C3)ccc21 (stereo not given)	-10	-4	-0.9	0.1	7	-0.5	-2.4	-1.4	-3	0.5	-1.4
48	CN(C)S(=O)(=O)c1ccc(Nc2ccc(-c3ccc4c(c3)OCCO4)nn2)cc1	-5	-2	-1.4	0.2	-1	-1.4	-1.2	-1.1	-1	-2.6	-0.6
49	CC(=O)c1ccc(N2CCN(CC(=O)Nc3ccccc3C(=O)NC3CC3)CC2)c(F)c1	-2	-1	-1.3	0.3	4	-0.6	-2.0	-1.1	0	1.1	0.2
50	COc1ccc(S(=O)(=O)N2CCOCC2)cc1OC	4	2	-1.6	0.7	4	0.2	0.0	1.1	2	-0.7	0.1
51	COC(=O)c1cn(-c2ccccc2)c(=O)c2ccccc12	0	3	-0.8	0.0	0	0.0	3.6	-1.0	-2	1.2	-1.2
